Rtt109 HAT inh = inhibitors of C. albicans Rtt109/Vps75 HAT, primary screen, biochemical, ThioGlo CoA-SH fluorescence, plate reader; Histone acetyltransferase RTT109 (Candida albicans (strain SC5314 / ATCC MYA-2876)), …; purified Rtt109/Vps75, 4 h; inhibition, % at 34.9 µM; 330,000 tested, 0.16% active;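 active = inhibition of at least 50% in every replicate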
SR-BI DiI inh = inhibitors of SR-BI mediated HDL lipid uptake, primary screen, ldlA[mSR-BI] cells, fluorescence, single point; AID 488896, 2010; Scavenger receptor class B member 1 (Mus musculus), Q61009; ldlA[mSR-BI] CHO cells, DiI-HDL uptake fluorescence, 3 h; inhibition, % at 12.5 µM; 320,000 tested, 0.96% active;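 active = mean replicate inhibition of at least 70% and a set share of replicates each scoring 70 or more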;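 also: 0% = median of neutral control wells and 100% = median of positive control wells; values of inactives mirror those of a sister screen read the other way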
PfHsp90 yeast 2 = growth inhibition of PfHsp90-expressing yeast, primary screen, antimalarial PfHsp90 inhibitor project, S. cerevisiae, BacTiter-Glo luminescence, single point, set 2. BacTiter-Glo ATP, 48 h; yeast lacking PDR1 and PDR3 efflux regulators. inhibition, % at 9.4 µM. 310,000 tested, 0.32% active. AID 504621, 2011;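 active = every replicate shows inhibition above about 80%, whatever the replicate mean, limit read from the data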;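 also: 0% = DMSO neutral controls and 100% = 20 µM radicicol positive controls; yeast relying on Plasmodium falciparum Hsp90 in place of its own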
dFosB activator = activators of delta FosB homodimer, primary screen, biochemical, fluorescence polarization, TAMRA-CDK5 oligo, single point; activation, % at 25 µM; purified delta FosB; percent of positive-control signal above neutral wells; 340,000 tested, 0.99% active; Protein FosB (Mus musculus), P13346;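 active = mean activation above about 17%, with every replicate also reaching it, limit read from the data, passing the limit was not always enough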;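 also: fluorescence polarization rise as delta FosB binds a TAMRA Cdk5 AP-1 oligo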
MITF TRPM1 HTS = activators of MITF-driven TRPM1 promoter reporter, primary screen, cell-based, SK-MEL-5, luciferase, single point; activation, % at 12.5 µM; 300,000 tested, 0.75% active; SK-MEL-5 TRPM1-promoter luciferase, 24 h; % of positive control, neutral wells = 0;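 active = mean activation of at least 80% with every replicate also reaching 80%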;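 also: 0% = neutral control wells and 100% = parthenolide positive control wells; values of inactives mirror those of a sister screen read the other way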
CAL PDZ FP-1 = CAL PDZ peptide-binding inhibitors, primary screen, biochemical, fluorescence polarization, Cer-tagged CAL PDZ, HTS; AID 504414, 2011; Golgi-associated PDZ and coiled-coil motif-containing protein (Homo sapiens), Q9HD26; inhibition, % at 20 µM; purified CAL PDZ, TMR-peptide fluorescence polarization, 1 h; 330,000 tested, 0.02% active;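 active = highest replicate inhibition of at least 40%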;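 also: plate controls were DMSO neutral control wells for no effect and unlabeled competitor peptide control wells for full effect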
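Test system: purified CerCALP PDZ construct; Compound dosing: one concentration, 20 µM compound; Also added: TMR-labelled reporter peptide T*-PRC34 bound in PDZ groove; Read-out: inhibition from polarization loss; Controls: unlabelled peptide and DMSO controls; Signal: FP readout, S and P plane fluorescence; Incubation: 1 h at RT.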
NSD2 HMT inh = NSD2 histone methyltransferase inhibitors, primary screen, biochemical, AlphaScreen, single concentration, set 2; inhibition, % at 12.5 µM; NSD2 peptide methylation, 120 min; Histone-lysine N-methyltransferase NSD2 (Homo sapiens), O96028; AID 743445, 2014; 310,000 tested, 0.54% active; in the data active = inhibition above about 50%
Target sequence (O96028 whole entry, looked up): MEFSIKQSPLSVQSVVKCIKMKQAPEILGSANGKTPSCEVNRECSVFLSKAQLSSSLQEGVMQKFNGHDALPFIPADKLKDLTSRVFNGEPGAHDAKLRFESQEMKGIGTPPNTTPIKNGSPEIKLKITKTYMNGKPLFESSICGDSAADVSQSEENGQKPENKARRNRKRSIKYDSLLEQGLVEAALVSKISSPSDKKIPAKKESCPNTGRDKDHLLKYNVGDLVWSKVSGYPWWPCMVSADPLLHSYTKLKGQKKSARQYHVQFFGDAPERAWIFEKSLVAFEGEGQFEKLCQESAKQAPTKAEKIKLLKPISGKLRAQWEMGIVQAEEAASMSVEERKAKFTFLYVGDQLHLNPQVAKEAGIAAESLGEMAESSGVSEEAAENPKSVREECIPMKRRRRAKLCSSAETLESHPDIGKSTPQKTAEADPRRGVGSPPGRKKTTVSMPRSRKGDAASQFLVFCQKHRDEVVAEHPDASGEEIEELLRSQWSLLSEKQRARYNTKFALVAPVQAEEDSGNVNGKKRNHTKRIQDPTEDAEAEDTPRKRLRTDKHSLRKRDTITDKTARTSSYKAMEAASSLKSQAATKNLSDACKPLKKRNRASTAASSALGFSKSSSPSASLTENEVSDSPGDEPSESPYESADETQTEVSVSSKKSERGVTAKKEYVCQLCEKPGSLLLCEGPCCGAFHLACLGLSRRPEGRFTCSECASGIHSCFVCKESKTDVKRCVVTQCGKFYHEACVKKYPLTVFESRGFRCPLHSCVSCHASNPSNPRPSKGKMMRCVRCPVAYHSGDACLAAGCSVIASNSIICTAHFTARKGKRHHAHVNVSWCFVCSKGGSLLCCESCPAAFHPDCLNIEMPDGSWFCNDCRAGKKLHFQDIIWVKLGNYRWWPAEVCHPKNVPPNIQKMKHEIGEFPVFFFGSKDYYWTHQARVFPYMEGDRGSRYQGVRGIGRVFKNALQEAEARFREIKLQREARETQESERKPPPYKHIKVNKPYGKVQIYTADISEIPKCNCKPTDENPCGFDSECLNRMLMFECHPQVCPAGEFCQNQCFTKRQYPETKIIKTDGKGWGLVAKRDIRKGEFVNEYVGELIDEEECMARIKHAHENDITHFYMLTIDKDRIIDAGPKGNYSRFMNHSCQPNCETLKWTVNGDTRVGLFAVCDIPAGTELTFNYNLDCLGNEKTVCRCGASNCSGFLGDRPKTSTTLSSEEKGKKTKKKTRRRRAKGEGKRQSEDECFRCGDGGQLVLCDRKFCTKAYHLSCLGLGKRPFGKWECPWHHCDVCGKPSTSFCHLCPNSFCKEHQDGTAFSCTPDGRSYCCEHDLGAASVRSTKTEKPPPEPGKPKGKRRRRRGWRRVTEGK
PvdQ acylase = P. aeruginosa PvdQ acylase inhibitors, primary screen, biochemical, fluorescence, plate reader and imaging, single point | AID 488965, 2010 | 340,000 tested, 0.063% active | PvdQ acylase [Pseudomonas aeruginosa LESB58] | purified PvdQ acylase | inhibition, % at 10 µM; in the data active = inhibition above about 30%, passing the limit was not always enough;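 also: 0% = vehicle neutral wells and 100% = reference inhibitor wells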
CAL PDZ FP-2 = untagged CAL PDZ binding inhibitors, primary screen, biochemical, fluorescence polarization, HTS. Golgi-associated PDZ and coiled-coil motif-containing protein (Homo sapiens), Q9HD26. purified CAL PDZ, TMR-peptide fluorescence polarization, 1 h. inhibition, % at 24.9 µM. 300,000 tested, 0.92% active. AID 602252, 2012;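 active = mean inhibition of at least 30% with at least half of replicates also reaching 30%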;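 also: 0% = DMSO neutral control and 100% = excess unlabeled competitor peptide PRC23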
SR-BI DiI-HDL act = activators of SR-BI mediated DiI-HDL uptake, primary screen, ldlA[mSR-BI] CHO cells, DiI fluorescence | 320,000 tested, 0.096% active | activation, % at 12.5 µM | AID 504775, 2011 | 3 h; 100 = double the neutral-control signal;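 active = mean replicate activation of at least 60% and every replicate at or above 60%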;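 also: 0% = median plate neutral-control signal and 100% = twice that signal; values of inactives mirror those of a sister screen read the other way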
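Test system: SR-BI-overexpressing, LDLR-lacking CHO cells. Measured by: DiI fluorescence, bottom read. Medium: Ham's F12 with 0.5% BSA, HEPES 25 mM, pH 7.4. Timing: 3 h uptake period with compound, 37 °C.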
* marks the source's active call; other numbers are inactive results; x = not tested or not shown.

nr	Structure	Rtt109 HAT inh	SR-BI DiI inh	PfHsp90 yeast 2	dFosB activator	MITF TRPM1 HTS	CAL PDZ FP-1	NSD2 HMT inh	PvdQ acylase	CAL PDZ FP-2	SR-BI DiI-HDL act
1	CCOc1cc(N2CCOCC2)c(OCC)cc1NC(=O)Cc1ccc(OC)c(OC)c1	6.0	10.7	24.8	-1.4	-7.3	-0.3	19.5	-16.5	x	-10.7
2	Cc1cc(Nc2ccccc2)nc(N2CCN(C(=O)c3ccc4c(c3)OCO4)CC2)n1	-4.4	-4.5	-14.6	-5.8	12.7	-0.6	-3.0	11.6	-2.1	4.5
3	CCN(CC)S(=O)(=O)c1ccc(C)c(NC(=O)COC(=O)[C@@H]2CCCN2C(=O)c2cccs2)c1	-6.5	7.8	1.4	-6.5	1.1	-3.7	1.7	29.8	-4.0	-7.8
4	CCCN(CC(=O)Nc1cc(Cl)ccc1Cl)C(=O)c1ccccc1SCC(=O)N1CCCC1	x	11.7	-29.6	3.3	6.0	-1.2	-1.8	-0.7	1.2	-11.7
5	CCOCCCn1cc(C(=O)c2cc(Br)ccc2O)cc(C#N)c1=O	2.2	10.3	-2.0	-2.4	-6.0	-0.1	-5.0	-5.3	-3.8	-10.3
6	Cc1ccc2c(c1)C(=NC1CCCCC1)c1cc3ccccc3nc1-2	-2.5	-4.4	-48.9	-13.1	2.4	-1.2	-1.0	-16.4	-4.5	4.4
7	O=C(NCCOc1ccccc1)c1n[nH]c(=O)c2ccccc12	-14.1	-20.7	-14.5	1.1	14.1	-0.6	0.5	-6.5	1.5	20.7
8	Cc1ccc(Cl)cc1N1CCN(S(=O)(=O)c2c(C)[nH]c(=O)[nH]c2=O)CC1	-6.5	-0.7	-7.4	15.6	-1.8	0.4	2.1	-18.6	-1.6	0.7
9	CN1CCCC(C#CC(O)(c2ccccc2)c2ccccc2)C1 (configuration not stated)	1.7	5.3	-10.6	-4.4	9.1	-0.1	7.1	-4.8	-3.2	-5.3
10	Cc1ccc(C(=O)C2C(c3ccc(-c4ccccc4[N+](=O)[O-])o3)NC(=O)NC2(O)C(F)(F)F)cc1 (configuration not stated)	11.3	20.6	12.7	-17.5	1.9	-1.5	21.8	-12.3	-1.4	-20.6
11	O=C(O)c1ccccc1C(=O)Nc1n[nH]c(=S)s1	-5.8	9.5	-1.2	-2.7	17.9	-0.1	-1.6	-7.9	9.2	-9.5
12	CC(=O)N1CCc2cc(S(=O)(=O)CCC(=O)N3CCC(C)CC3)ccc21	-2.9	-5.1	-69.9	4.4	-0.2	-0.4	-5.7	-10.3	4.1	5.1

Molecules from the list above containing two or more sulfur atoms, in the order listed:
nr	Structure	Rtt109 HAT inh	SR-BI DiI inh	PfHsp90 yeast 2	dFosB activator	MITF TRPM1 HTS	CAL PDZ FP-1	NSD2 HMT inh	PvdQ acylase	CAL PDZ FP-2	SR-BI DiI-HDL act
3	CCN(CC)S(=O)(=O)c1ccc(C)c(NC(=O)COC(=O)[C@@H]2CCCN2C(=O)c2cccs2)c1	-6.5	7.8	1.4	-6.5	1.1	-3.7	1.7	29.8	-4.0	-7.8
11	O=C(O)c1ccccc1C(=O)Nc1n[nH]c(=S)s1	-5.8	9.5	-1.2	-2.7	17.9	-0.1	-1.6	-7.9	9.2	-9.5

Next part.
nr	Structure	Rtt109 HAT inh	SR-BI DiI inh	PfHsp90 yeast 2	dFosB activator	MITF TRPM1 HTS	CAL PDZ FP-1	NSD2 HMT inh	PvdQ acylase	CAL PDZ FP-2	SR-BI DiI-HDL act
13	COc1cc2c(cc1N)-c1ccc(N)cc1C2	-6.8	21.2	15.7	-23.5	57.8	0.3	2.6	-22.9	-3.5	-21.2
14	CSc1nnc(Cn2c(=O)sc3ccccc32)n1-c1ccccc1	-11.2	3.2	27.0	-0.8	4.9	-0.5	x	-5.5	0.7	-3.2
15	Cc1c(NC(=S)NC(=O)CSc2ccc(Cl)cc2)cccc1C(=O)O	-3.9	-20.9	-16.3	0.1	4.3	1.9	2.7	-8.5	-3.8	20.9
16	CCO[C@@H]1OC(C(=O)N2CCN(Cc3ccc4c(c3)OCO4)CC2)=C[C@H](C2CCCCC2)[C@H]1CCCO	10.2	39.7	-17.5	4.4	6.0	-1.0	x	14.7	0.8	-39.7
17	CCCC(CCC)C(=O)NC1CCN(Cc2ccccc2)CC1	1.4	-26.2	2.8	2.4	0.7	1.4	-2.7	-12.0	-0.4	26.2
18	O=S(=O)(Nc1cccnc1)c1cccc(C(F)(F)F)c1	-1.7	-32.2	x	-0.4	-11.8	-0.5	-0.5	-11.3	x	32.2
19	CCN1CCN(Cc2ccc(NC(=O)c3cc(NC(=O)c4nccnc4N)cc(OC)c3)cc2C(F)(F)F)CC1	-3.4	28.8	-1.1	-32.5	-71.7	-4.1	x	-11.6	-5.3	-28.8
20	COc1ccc(C2/C(=C(/O)c3ccc(OC(C)C)cc3)C(=O)C(=O)N2CCCN2CCOCC2)cc1 (configuration not stated)	-1.7	-15.2	20.9	-6.6	-8.7	0.4	17.4	-9.3	-0.9	15.2
21	c1ccc(-c2nc(CSc3nnc(-c4cccs4)o3)cs2)cc1	5.5	8.5	-23.4	-15.5	-5.3	-0.5	1.0	14.5	-4.7	-8.5
22	Cc1ccc(-n2cc(C(=O)c3ccc(F)cc3)nn2)cc1Cl	9.0	-24.9	1.4	2.6	72.3	0.4	x	10.3	-1.5	24.9
23	NC(=O)c1ccc(NC(=O)COC(=O)C2CC(=O)N(Cc3ccccc3)C2)cc1 (configuration not stated)	4.1	10.0	x	-1.2	-2.7	0.1	-1.5	-2.3	0.7	-10.0
24	COCCNC(=O)c1cn(C)c2ccc(S(=O)(=O)N(C)C3CCCCC3)cc2c1=O	-8.2	-9.6	-65.9	-10.5	-11.7	-1.2	x	-5.4	x	9.6
25	COc1ccc(N(C(=O)c2snc(C(N)=O)c2N)C(C(=O)NCC2CCCO2)c2ccc(C)o2)cc1OC (configuration not stated)	1.7	x	-8.9	-10.7	-13.3	-2.8	0.1	2.0	6.0	x
26	Cc1cccc(-n2c(C)cc(/C=N\NC(=O)c3cccs3)c2C)c1	-0.8	58.6	-13.2	-3.5	68.6	-2.5	0.2	-2.0	1.1	-58.6
27	CCC(=O)N/N=C/c1ccc(OS(=O)(=O)c2ccccc2)cc1	-7.1	7.2	-6.0	-0.5	-6.0	-2.1	0.0	-12.0	-0.8	-7.2
28	O=C(COC(=O)CCc1nc2ccccc2s1)NCc1ccco1	3.5	-13.7	1.8	-3.7	2.5	-1.0	-1.7	-1.3	x	13.7
29	COc1ccc([C@@H]2CC=C(C(=O)O)CN2S(=O)(=O)c2ccc(C)cc2)cc1OC	7.4	-3.5	-23.2	0.9	2.9	0.6	x	-13.6	2.5	3.5
30	Cc1ccc(C(=O)N/C(=C\c2cn(S(=O)(=O)N(C)C)c3ccccc23)C(=O)N2CCCC2)cc1	18.9	-9.3	-5.7	-2.7	1.0	-4.6	-0.5	-12.7	-2.6	9.3
31	CCOc1ccccc1C(=O)NC(C(=O)NCc1ccccc1OC)C(C)C (configuration not stated)	-11.1	-19.8	-24.3	-9.3	9.6	-0.5	-2.6	-21.4	x	19.8
32	O=S(=O)(c1cccc2cccnc12)N1CCCc2ccccc21	-10.4	1.9	-8.5	-6.8	-20.8	-2.1	-2.7	1.5	1.3	-1.9
33	NC(=O)N/N=C/c1cn(-c2ccccc2)nc1-c1ccccc1	10.2	2.8	x	-15.9	44.7	-1.7	-1.1	0.4	-7.5	-2.8
34	Cc1nc(-c2ccccc2)sc1C1(C)CC(c2cccc([N+](=O)[O-])c2)=NO1 (configuration not stated)	9.9	-2.2	x	-6.0	6.7	-0.8	x	-16.1	-4.0	2.2
35	Cn1c(=O)cc(SCC(=O)N2CCN(c3ccccn3)CC2)c2ccccc21	-4.1	2.1	-4.8	4.4	-5.9	-2.0	0.6	-8.7	-6.6	x
36	O=C(NCc1ccco1)C1CCCN1C(=O)Nc1cccc(Cl)c1 (configuration not stated)	5.1	-14.7	-35.0	-6.4	-8.7	-1.6	-5.7	-17.0	-1.6	14.7
37	Cc1ccc(NC(=O)Cc2n[nH]c(=O)c3ccccc23)cc1S(=O)(=O)N1CCCCCC1	4.8	9.0	x	-16.3	-13.6	-0.7	0.5	-14.8	6.9	-9.0
38	COc1ccc(C2CN=NC23CCCc2ccccc2C3=O)cc1 (configuration not stated)	-7.1	-30.6	62.1	1.1	-16.7	-1.4	-5.6	-14.9	56.9*	30.6
39	COc1ccc(-c2nc(CSCC(=O)NC3CCCC3)c(C)o2)cc1OC	3.2	15.2	-2.8	-7.0	-2.7	-2.8	-0.9	1.7	-3.5	-15.2
40	Clc1cccc(CSc2nnc([C@@H]3CCCN3)o2)c1	36.1	-11.3	-2.2	-5.3	-1.6	1.1	13.0	0.6	-9.6	11.3
41	CNS(=O)(=O)c1cc(NC(=O)c2cnc(SC)n2-c2ccccc2)ccc1C	-3.0	-0.2	19.0	-20.1	3.3	-1.7	-2.6	-17.5	-1.7	0.2
42	Cc1cc(S(=O)(=O)N2CCN(CC(=O)NC(C)(C#N)C3CC3)CC2)ccc1Br (configuration not stated)	-0.3	-25.6	x	-2.1	8.9	-2.3	6.4	-10.5	0.3	25.6
